Source: PubChem BioAssay
MLLE-PAM2 inh: blocks PAM2 peptide binding to the PABP1 MLLE domain | actives 0.36% (n = 360,000) | GST-MLLE / FITC-PAM2 fluorescence polarization | P11940 | inhibition, % at 20 µM; in the data active means inhibition above about 35%, passing the limit was not always enough;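 further: plate controls were DMSO wells with GST-MLLE for no effect and wells lacking GST-MLLE protein for full effect; some results filed as inactive read as strong as hits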
NadD block: inhibitors of Staphylococcus aureus NadD; purified NadD enzyme, colorimetric absorbance read-out; inhibition, % at 20 µM; actives 0.78% (n = 360,000); AID 602399; in the data active means inhibition above about 26%; further: some compounds past the cut are filed as inactive
CSN deneddyl inh: inhibitors of human CSN-mediated cullin deneddylation; Purified CSN, SCF-Nedd8-OG deneddylation, fluorescence polarization; inhibition, % at 12.5 µM; actives 0.38% (n = 360,000);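 active means pattern-corrected inhibition above about 35%, with an unprinted fluorescence ratio check between 0.5 and 1.5, limit read from the data, passing the limit was not always enough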;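 further: 0% = enzyme with substrate and 100% = substrate without enzyme; some results filed as inactive read as strong as hits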
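Assay system: purified human Csn5 enzyme expressed in HEK293T cells; Input: 0.24 nM Csn5 enzyme, final concentration; Reagent: 10 nM SCFSkp2-Nedd8OG; Compound dosing: 12.5 µM single point; Times: reaction 90 min, room temperature; Technique: fluorescence polarization readout.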
MT1-MMP act inh: MT1-MMP (human) activation inhibition; P50281; HT1080 RFP-PRO-GFP cells, GFP/RFP ratio fluorescence, overnight; percent of plate control window, DMSO zero; GFP/RFP ratio change, % at 20 µM; actives 0.061% (n = 360,000); AID 651647;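 active means GFP/RFP ratio change of at least 30% with cell ATP level not reduced by more than half and red fluorescence within 50% of control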; further: strong numbers were not always called active
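Assay system: HT1080 RFP-PRO-GFP cells. Benchmarks: DMSO vehicle wells and RFP-L50D-GFP reporter cell wells. Times: overnight cell settling, then overnight compound exposure, 37 °C, 5% CO2. Compound: 20 µM single dose, 1% DMSO. Read-out basis: GFP/RFP fluorescence ratio.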
FAS TE block: FAS thioesterase (human) inhibition | actives 0.67% (n = 360,000) | recombinant FAS-TE, OMFH fluorogenic substrate, fluorescence endpoint | AID 602261 | P49327 | inhibition, % at 15 µM;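 active means compounds whose normalised, plate-corrected inhibition of enzyme fluorescence in the single-dose primary screen is 50% or more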;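 further: 0% = DMSO with enzyme and 100% = substrate without enzyme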
Target sequence (P49327 whole entry, looked up): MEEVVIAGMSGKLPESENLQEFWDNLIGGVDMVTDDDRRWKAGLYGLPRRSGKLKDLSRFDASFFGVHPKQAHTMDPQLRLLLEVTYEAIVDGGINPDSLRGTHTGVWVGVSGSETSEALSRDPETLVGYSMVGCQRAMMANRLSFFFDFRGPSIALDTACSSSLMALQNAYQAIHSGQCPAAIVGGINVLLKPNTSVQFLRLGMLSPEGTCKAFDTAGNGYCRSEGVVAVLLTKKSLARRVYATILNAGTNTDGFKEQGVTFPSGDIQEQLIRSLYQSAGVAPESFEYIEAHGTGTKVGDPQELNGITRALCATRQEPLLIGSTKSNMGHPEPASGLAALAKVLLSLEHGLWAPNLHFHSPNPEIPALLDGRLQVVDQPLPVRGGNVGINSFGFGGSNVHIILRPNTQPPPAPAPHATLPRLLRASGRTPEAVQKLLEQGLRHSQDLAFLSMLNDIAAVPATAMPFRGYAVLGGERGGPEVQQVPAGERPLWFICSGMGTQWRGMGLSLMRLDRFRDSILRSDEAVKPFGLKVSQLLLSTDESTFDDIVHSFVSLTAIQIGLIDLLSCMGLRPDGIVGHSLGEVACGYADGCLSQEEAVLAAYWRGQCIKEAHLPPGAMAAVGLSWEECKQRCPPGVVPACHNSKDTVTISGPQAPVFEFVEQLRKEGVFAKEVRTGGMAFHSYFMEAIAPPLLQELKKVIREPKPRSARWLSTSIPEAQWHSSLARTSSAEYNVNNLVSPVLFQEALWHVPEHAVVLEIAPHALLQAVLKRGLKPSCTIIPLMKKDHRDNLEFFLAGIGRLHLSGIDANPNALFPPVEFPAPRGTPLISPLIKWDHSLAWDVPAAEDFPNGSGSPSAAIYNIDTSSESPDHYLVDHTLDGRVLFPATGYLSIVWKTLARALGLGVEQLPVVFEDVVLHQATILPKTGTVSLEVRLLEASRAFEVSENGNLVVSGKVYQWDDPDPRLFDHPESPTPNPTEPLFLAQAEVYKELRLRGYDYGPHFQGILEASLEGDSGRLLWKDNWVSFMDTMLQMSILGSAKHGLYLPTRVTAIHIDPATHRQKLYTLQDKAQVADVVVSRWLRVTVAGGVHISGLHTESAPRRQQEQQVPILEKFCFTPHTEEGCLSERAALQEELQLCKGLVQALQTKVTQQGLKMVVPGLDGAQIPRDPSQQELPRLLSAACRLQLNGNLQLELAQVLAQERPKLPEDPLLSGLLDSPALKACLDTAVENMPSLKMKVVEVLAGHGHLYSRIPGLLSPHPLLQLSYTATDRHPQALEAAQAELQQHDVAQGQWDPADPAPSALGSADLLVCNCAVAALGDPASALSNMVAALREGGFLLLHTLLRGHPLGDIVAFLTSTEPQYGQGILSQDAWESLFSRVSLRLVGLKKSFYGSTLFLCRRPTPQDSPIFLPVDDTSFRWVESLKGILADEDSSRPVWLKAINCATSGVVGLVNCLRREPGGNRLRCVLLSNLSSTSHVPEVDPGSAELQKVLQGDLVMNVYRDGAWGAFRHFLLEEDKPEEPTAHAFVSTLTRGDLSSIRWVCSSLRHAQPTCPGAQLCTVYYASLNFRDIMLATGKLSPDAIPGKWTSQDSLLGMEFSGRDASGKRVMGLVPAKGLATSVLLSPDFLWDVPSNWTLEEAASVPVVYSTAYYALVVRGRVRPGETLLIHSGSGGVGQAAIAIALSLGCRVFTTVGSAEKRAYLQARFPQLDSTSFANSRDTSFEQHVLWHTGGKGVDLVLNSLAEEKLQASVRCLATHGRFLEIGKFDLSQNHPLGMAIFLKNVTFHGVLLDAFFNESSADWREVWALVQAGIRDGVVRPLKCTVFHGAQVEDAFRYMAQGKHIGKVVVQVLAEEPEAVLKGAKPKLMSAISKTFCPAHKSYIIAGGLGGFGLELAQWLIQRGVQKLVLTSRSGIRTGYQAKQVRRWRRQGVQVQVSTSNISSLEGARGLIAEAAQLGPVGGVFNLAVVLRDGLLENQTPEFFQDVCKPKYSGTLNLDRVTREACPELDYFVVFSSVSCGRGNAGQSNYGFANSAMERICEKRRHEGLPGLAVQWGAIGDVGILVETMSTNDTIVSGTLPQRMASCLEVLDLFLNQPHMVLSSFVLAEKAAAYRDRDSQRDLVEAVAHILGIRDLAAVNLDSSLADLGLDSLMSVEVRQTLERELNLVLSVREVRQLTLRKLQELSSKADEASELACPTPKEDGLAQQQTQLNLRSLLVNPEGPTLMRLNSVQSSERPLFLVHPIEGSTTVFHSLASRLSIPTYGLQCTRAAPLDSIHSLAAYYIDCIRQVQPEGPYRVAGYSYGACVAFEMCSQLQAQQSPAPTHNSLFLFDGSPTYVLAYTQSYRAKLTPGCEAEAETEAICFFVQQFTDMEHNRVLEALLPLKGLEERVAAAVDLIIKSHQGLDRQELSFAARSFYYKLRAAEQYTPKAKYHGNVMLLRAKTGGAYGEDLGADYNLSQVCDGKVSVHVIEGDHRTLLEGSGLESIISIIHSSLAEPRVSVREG
Rpn11 inh: blocks the human proteasome subunit Rpn11; O00487; human 26S proteasome, Ub4-pepOG fluorescence polarization; 20S core pre-blocked with epoxomicin; calls only at 20 µM; actives 0.59% (n = 360,000); AID 588493;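 active means inhibition at 20 µM, scaled to each plate's controls, above about 33%, limit read from the data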
Neddylation inh: cullin neddylation inhibition; P61081+Q13564; TR-FRET cullin neddylation, biochemical; calls only at 25 µM; actives 0.58% (n = 360,000); AID 651699; in the data active means inhibition above about 36%
SKN-1 block: blocks SKN-1 activity in C. elegans; actives 0.49% (n = 360,000); C. elegans VP596 Pgst-4::GFP/RFP ratio, acrylamide-induced, 24 h; inhibition, % at 21.8 µM;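 active means interference check ratio from 0.5 to 1.5 plus GFP to RFP signal ratio inhibition reaching or exceeding a fixed threshold, cut at about 30% in these data, passing the limit was not always enough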; further: some compounds called inactive have numbers as strong as hits
Rin1-Abl PPI inh: human Rin1-Abl interaction inhibition | P00519+Q13671 | TR-FRET Rin1/Abl binding, biochemical | inhibition, % at 7.35 µM | actives 0.4% (n = 360,000); in the data active means inhibition above about 5%, passing the limit was not always enough
* hit, by the source's call; i = inactive; · = not tested or not shown; + = active, no number. Not a hit list; about 3.9% have a hit in one of these screens.

SMILES	MLLE-PAM2 inh	NadD block	CSN deneddyl inh	MT1-MMP act inh	FAS TE block	Rpn11 inh	Neddylation inh	SKN-1 block	Rin1-Abl PPI inh
CCOc1ccc(NC(=O)c2cc3ccccc3cc2O)cc1	15	5	23	-2	-4	i	i	2	3
COc1ccc(CCn2c(Br)nc3c2c(=O)[nH]c(=O)n3C)cc1	10	-1	-2	-7	-10	i	i	-6	6
CC(C)CCN1CCN(C/C=C/c2ccco2)CC1CCO (stereo not given)	12	0	-1	4	-4	·	i	2	-1
COc1ccc(/C=C/C=N/NC(=O)COc2ccc(OC)cc2)cc1	-7	0	-2	2	-3	i	i	4	-5
CCC(C)(C)NC(=O)C(c1cccn1C)N(C(=O)Cn1nnc2ccccc21)c1ccc(OC)cc1 (stereo not given)	-2	-2	-2	-4	-4	i	i	-25	1
COc1cc(CNC(=O)CCn2nc(C)c3c(C)n(-c4ccccc4)nc3c2=O)cc(OC)c1OC	10	-4	0	-2	-2	i	i	-12	1
Cc1ccc(SCCOCCN2CCc3ccccc3C2)cc1	7	-3	-2	-2	-1	i	i	2	3
O=C1N(c2ccccc2)c2ccccc2C1(O)C(F)(F)F (stereo not given)	14	-4	2	0	0	i	i	21	-1
O=c1[nH][nH]c(-c2ccccc2)c1C=Nc1ccccc1Cl	10	-1	-3	4	4	i	i	4	-1
CC1CN(C(=O)C(C)N2CCN(c3ccccc3Cl)CC2)CC(C)O1 (stereo not given)	4	3	8	-1	-5	i	i	-11	1
CCCCCC(=O)Nc1ccc(N2CCN(CC)CC2)c(Cl)c1	8	-4	-6	3	-4	i	i	0	0
COC1CCCN(Cc2c(C(=O)N3CCN(C4CCCCC4)CC3)nc3ccccn23)C1 (stereo not given)	16	3	1	-1	-5	i	·	-11	3
CN1CCN(C2CN(C3CCCC3)S(=O)(=O)C2)CC1 (stereo not given)	-2	-3	-5	4	-3	i	i	3	-2
COC(=O)C1CCN(C(=O)COc2ccc(Cl)cc2)CC1	-1	-1	-2	2	-2	i	i	-15	4
CCCCNC(=O)C[C@@H]1C[C@@]2(C(=O)OCC)CCC=C2N(Cc2ccc3c(c2)OCO3)C1=O	·	2	-3	2	1	·	i	9	·
Cc1[nH]oc(=O)c1N=Nc1ccccc1	2	-1	-1	4	-8	i	i	-3	0
COc1cccc(/C=C/C(=O)N2CCN(S(=O)(=O)c3ccccc3)CC2)c1OC	-16	-3	1	3	2	i	i	2	-2
O=C(N1CCCCCC1)N1CCN(C(=O)N2CCOCC2)CC1	-5	4	-4	-2	-6	i	i	-2	-1
Cc1ccc2c(c1)N(CC(=O)N1CCN(C3CCCCC3)CC1)C(=O)CO2	11	-3	1	2	-2	i	i	11	3
Cc1nn(-c2ccccc2)c(Cl)c1C(=O)N1CCN(c2ncnc3c2cnn3-c2ccccc2)CC1	4	4	5	-39	35	i	i	3	-2
CC(=O)c1ccc(N2CCN(C(=O)Cc3n[nH]c(=O)c4ccccc34)CC2)cc1	-2	4	-3	0	-3	i	i	-4	-1
OCC1(Cc2ccc(Cl)cc2)CCN(Cc2ccc(F)c(F)c2)CC1	2	-7	-3	8	0	i	i	-1	-2
O=C(NC1CCCCC1)C(c1ccncc1)N(C(=O)c1csnn1)c1ccccc1F (stereo not given)	14	-2	-2	-1	-7	i	i	18	2
COc1ccccc1/C=C\C=N\n1c(-c2ccc(Cl)cc2Cl)n[nH]c1=S	-81	2	-12	4	-2	i	i	1	-5
Cc1ccc(-c2nnc(-c3ccc(NC(=O)c4ccco4)cc3)o2)cc1	3	-33	22	-2	9	i	·	-12	4
COc1ccc(Cl)cc1NC(=O)CN(C)C(=O)c1cccc(S(=O)(=O)N2CCN(C)CC2)c1	-41	3	-1	-2	-4	i	i	-5	4
O=C1N(c2ccccc2C(F)(F)F)OC1(Cc1ccccc1)c1ccccc1 (stereo not given)	14	1	3	0	25	i	i	2	0
O=C(COC(=O)CCCNC(=O)c1ccc(Cl)cc1)Nc1ccc(Br)cc1	12	0	7	-2	-9	i	i	11	2
Cc1nn(-c2ccccc2)c(N)c1N=Nc1ccc2ccccc2c1	-4	-1	8	0	41	i	i	21	2
CN1C2C=C3C(C#N)=C(N)C(C#N)(C#N)[C@@H](c4cccs4)C3C1CC2 (stereo not given in full)	17	5	-9	0	-6	i	i	19	-2
N/C(=N\OC(=O)c1ccc2ccccc2c1)c1ccccc1Cl	10	0	4	-15	1	i	i	11	-1
Cc1ccc(CNC(=O)C23CN(Cc4ccccc4)CC2C(c2ccc([N+](=O)[O-])cc2)=NO3)cc1 (stereo not given)	4	7	1	-9	12	i	i	-10	-1
COc1ccc(C2=NOC(C(=O)NCCCN3CCOCC3)C2)cc1 (stereo not given)	-1	9	0	0	-6	i	i	2	2
CCNc1nc(NCc2ccccc2)nc(Oc2ccc(=O)[nH]n2)n1	-4	-1	9	-1	-7	i	i	12	-2
CC(=O)c1ccc(NC(=O)CNc2cc(S(=O)(=O)N3CCOCC3)ccc2N2CCCC2)cc1	-14	11	2	-2	3	i	i	2	0
COC(=O)c1ccccc1NC1c2ccccc2C(=O)N1c1cccnc1 (stereo not given)	-11	-1	4	1	1	i	i	-4	0
Cc1cc(C)cc(NC(=O)CSc2nncn2-c2ccccn2)c1	-8	1	-20	-2	-6	i	i	-4	3
O=C(c1cccc(Br)c1)N1CCN(C2=NS(=O)(=O)c3ccccc32)CC1	14	-6	0	-3	1	i	i	2	3
Cc1ccc(OCCC(=O)OCC(=O)N2CC(=O)Nc3ccccc32)cc1	-3	2	1	-6	-4	i	i	9	-4
Cc1nnc(NC(=O)c2ccc(S(=O)(=O)N3CCOCC3)cc2)s1	-3	0	-1	-1	-5	i	i	1	0

Retrieved by compound from the list above:
SMILES	MLLE-PAM2 inh	NadD block	CSN deneddyl inh	MT1-MMP act inh	FAS TE block	Rpn11 inh	Neddylation inh	SKN-1 block	Rin1-Abl PPI inh
Cc1[nH]oc(=O)c1N=Nc1ccccc1	2	-1	-1	4	-8	i	i	-3	0
COc1cccc(/C=C/C(=O)N2CCN(S(=O)(=O)c3ccccc3)CC2)c1OC	-16	-3	1	3	2	i	i	2	-2
COC1CCCN(Cc2c(C(=O)N3CCN(C4CCCCC4)CC3)nc3ccccn23)C1 (stereo not given)	16	3	1	-1	-5	i	·	-11	3

More structures follow.
SMILES	MLLE-PAM2 inh	NadD block	CSN deneddyl inh	MT1-MMP act inh	FAS TE block	Rpn11 inh	Neddylation inh	SKN-1 block	Rin1-Abl PPI inh
CC(=O)NC1Sc2ccccc2N=C1c1ccccc1 (stereo not given)	21	11	-5	-3	-8	i	i	26	1
CC1(C)Cc2cccc(OCC(=O)NCCc3ccc(S(N)(=O)=O)cc3)c2O1	2	-5	-2	-3	-1	i	i	-2	5
Cc1cccc(CNC(=O)CCCn2nc(C)c3c(C)n(-c4ccccc4)nc3c2=O)c1	-4	-3	1	2	0	i	i	19	-1
O=C(O)c1ccccc1C(=O)Nc1ccccn1	-10	-2	-2	2	-9	i	i	-16	0
O=C(CSc1nnc(CCCN2C(=O)c3cccc4cccc(c34)C2=O)n1-c1ccccc1)NCCCO	-40	3	0	-6	-8	i	i	3	-10
CCOC(=O)c1c(C)n(C)c2cc(OCCN(CC)CC)ccc12	6	-6	3	0	-9	i	i	7	0
Cc1ccc(C=Cc2ccccn2)cc1	-10	3	-1	3	-2	i	i	43*	1
Cc1nnc2c(NC3CCCC3)nc3ccccc3n12	-5	0	-2	19	-4	i	i	-2	1
COc1ccccc1-n1c(C)nc2cc(C(=O)NCCN3CCOCC3)ccc21	-3	-2	-5	4	-5	i	i	5	-1
CCC(=O)Nc1ccc2c(c1)ncn2C	-3	1	2	-9	-8	i	i	-19	3
O=C(Cn1ccc2ccccc2c1=O)N1CCN(c2cccc(Cl)c2)CC1	6	3	4	0	0	i	i	-16	2
CCOC(=O)C1CCN(C(C)=C2C(=O)c3ccccc3C2=O)CC1	-10	-1	-1	-10	-7	i	i	-4	2
Cc1cccc(Nc2ccc([N+](=O)[O-])cn2)c1	-11	-7	-4	-1	12	i	i	6	-2
Cc1cc(=O)oc2cc(NC(=O)C3CCCC3)ccc12	6	-1	-6	3	0	i	·	1	0
CC(=O)c1ccc(S(=O)(=O)NCCOc2ccccc2)cc1	4	-1	-1	3	-3	i	i	-5	1
CCCOc1ccc([N+](=O)[O-])cc1C1NC(=S)NC(c2ccccc2)=C1C(=O)OCC (stereo not given)	-94	0	2	-7	66*	i	i	-7	-1
CC1(C)CC(=O)C=C(c2cccc(O)c2)C1=O	3	-1	-1	3	-8	i	i	12	2
Cc1ccc(N=Cc2c(O)[nH]c3ccccc23)c([N+](=O)[O-])c1	-7	4	-4	21	-3	i	i	-7	1
CCNC(=S)/C(=C(/[O-])c1ccc([N+](=O)[O-])cc1)[n+]1ccccc1	-87	-2	3	2	2	i	i	2	2
CC(C)c1ccc(NC(=O)C(c2ccc3c(c2)OCO3)N2CCN(C(=O)c3ccco3)CC2)cc1 (stereo not given)	6	13	-5	-5	32	i	i	15	-3

Only SKN-1 block and CSN deneddyl inh, for some of the entries so far:
SMILES,SKN-1 block,CSN deneddyl inh
Cc1nnc(NC(=O)c2ccc(S(=O)(=O)N3CCOCC3)cc2)s1,1,-1
CC(=O)NC1Sc2ccccc2N=C1c1ccccc1 (stereo not given),26,-5

More structures.
SMILES	MLLE-PAM2 inh	NadD block	CSN deneddyl inh	MT1-MMP act inh	FAS TE block	Rpn11 inh	Neddylation inh	SKN-1 block	Rin1-Abl PPI inh
COc1ccc(C(O)c2nc3ccccc3n2C(C)C)cc1 (stereo not given)	-4	0	2	-8	-7	i	i	-16	-3
O=C(O)C1CCN(C(=O)COc2ccc3c4c(c(=O)oc3c2)CCCC4)CC1	5	-1	-1	0	-5	i	·	3	1
COc1cccc(CN2CCN(Cc3cccc4nonc34)CC2CCO)c1 (stereo not given)	-8	-3	3	2	-4	i	i	4	0
NNC(=S)NCc1ccc2c(c1)OCO2	-84	-2	-6	-1	-11	i	i	0	-3
CC(C)N(C)c1ncnc2c1ncn2[C@H]1CN(Cc2cccnc2)C[C@@H](CO)O1	-2	2	-3	-1	-6	i	i	-21	2
CCOC(=O)CN(C(=O)COc1nc(-c2ccccc2)cc(C)c1C#N)c1ccc(F)cc1	12	-2	20	2	44	i	i	3	-3
COc1ccc(CC(=O)OCC(=O)NC2CCCCC2)cc1OC	6	-2	3	-4	-3	i	i	10	0
COc1ccc(S(=O)(=O)Nc2cc3[nH]c(=O)oc3cc2C)cc1	-10	-4	4	1	-3	i	i	-10	0
CN1CCN(C(=O)c2ccc3nc(-c4ccccc4)c(-c4ccccc4)nc3c2)CC1	10	-9	-6	-1	1	i	+	6	1
COC(=O)c1cc(C(=O)Nc2nc3ccccc3[nH]2)cc([N+](=O)[O-])c1	-8	5	-3	9	10	i	i	8	2
CCn1c(SCC(=O)N/N=C(/C)c2ccncc2)nc2ccccc21	-13	4	2	-1	-3	i	i	-7	0
c1ccc(CSc2nnc(-c3cccnc3)o2)cc1	1	-4	-1	-6	-7	i	i	-2	3
CCOC(=O)COc1ccc2c(C)cc(=O)oc2c1C(=O)c1ccccc1	1	-4	-2	1	3	i	i	-3	-3
CC1=CSC2=NC(C(F)(F)F)(C(F)(F)F)NC(=O)N12	0	-6	0	1	-6	i	i	-8	1
